# Dengue-2 NS5 capping – Dengue-2 NS5 methyltransferase inhibitors, primary screen, biochemical, confirmation dose response (AID 588689). Dengue-2 NS5 methyltransferase capping enzyme assay, biochemical; higher % means a stronger effect. inhibition, % at 25 µM, or IC50 in µM where a hit was titrated. 340,000 tested, 0.3% active; in the data active means a potency from the dose series
# Rac1 GTP hydrolysis – MgcRacGAP GTPase-activating activity inhibitors, confirmation, biochemical, ADP Hunter fluorescence; MgcRacGAP-stimulated Rac1 GTP hydrolysis, ADP Hunter fluorescence; higher % means a stronger effect; GST-tagged Rac1 F28L mutant substrate; inhibition, % at 30 µM, or IC50 in µM where a hit was titrated; 340,000 tested, 0.6% active; AID 624330;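 active means first-screen hits whose inhibition reached a set limit at any dose in the follow-up dose series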;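 further: fluorescence reports GDP produced by GAP-driven GTP hydrolysis; strong numbers were not always called active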
# * hit, by the source's call. The list is partial; count on the stated rates, not on these rows.
item | mol | Dengue-2 NS5 capping | Rac1 GTP hydrolysis
1 | O=C(NCc1ccccc1F)c1ccc(S(=O)(=O)N2CCCC2)cc1 | -3% | 13%
2 | Cc1ccc([C@H]2C[C@@H](O)[C@H](n3cc(C4CC4)nn3)CN2C(=O)C2CCCCC2)cc1 | -4% | 14%
3 | O=C(NC(=S)Nc1c(Cl)cc(Cl)cc1Cl)c1ccccc1 | -3% | 6%
4 | CCCNC(=O)c1cc(S(=O)(=O)N2CCC3(CC2)OCCO3)ccc1F | 10% | 6%
5 | Nc1cc(=O)[nH]c(SCc2ccccc2)n1 | -3% | 8%
6 | N#CCCSC(=S)C1CCCC1=N (stereo unspecified) | -3% | 6%
7 | O=C(CN1C(=O)NC2(CCc3ccccc32)C1=O)Nc1ccc(Cl)cc1F (stereo unspecified) | 1% | 8%
8 | CN(Cc1cnn(-c2ccccc2)c1)C(=O)c1cccc(S(=O)(=O)Nc2ccccc2F)c1 | 3% | 14%
9 | COc1cccc(NC(=O)CN(C)C(=O)c2cc(Cl)nc3ccccc23)c1 | -2% | -5%
10 | CCS(=O)(=O)N1CCC2(CC1)OCCN2S(=O)(=O)c1ccccc1 | -2% | 8%
11 | CCN(CC)CCCn1c2c(c(SCC(=O)Nc3cc(C)cc(C)c3)nc1=O)CCC2 | -2% | 1%
12 | COc1cccc(/C=C2\SC(=S)N(CCCC(=O)Nc3cccc(C(=O)O)c3)C2=O)c1 | 25% | 8%
13 | Cc1noc(C)c1C(=O)OC(C)C(=O)c1ccc(C(C)(C)C)cc1 (stereo unspecified) | 2% | 15%
14 | CCN1C(=O)[C@H]2[C@@H](c3ccc(OC)cc3)N[C@]3(CCCN(Cc4ccco4)C3=O)[C@H]2C1=O | 1% | 17%
15 | CC1=C(C(=O)N(C)C)CC(CC(=O)NCc2cccc3ccccc23)C(=O)N1CCC1=CCCCC1 (stereo unspecified) | -3% | 15%
16 | CCn1c(C)nnc1SCC(=O)Nc1ccc(OC)cc1 | -1% | 13%
17 | CCOc1ccc(N=Cc2ccc([N+](=O)[O-])cc2)c(O)c1 | 13% | 10%
18 | Cc1cc(C)c(NC(=O)CN(C)C(=O)CCN2C(=O)C3CCCCC3C2=O)c(C)c1 (stereo unspecified) | 3% | 11%
19 | CCc1cccc(NC(=O)COC(=O)c2c(C)nn(-c3ccccc3)c2C)c1 | 0% | 12%
20 | Cc1cc(N2CCOCC2)nc(N2CCOCC2)c1C#N | -5% | 6%
21 | COc1ccc(S(=O)(=O)N2CCN(CC(=O)c3c(N)n(C)c(=O)n(C)c3=O)CC2)cc1OC | -2% | 6%
22 | CCN(CC)C(=O)c1[nH]cnc1C(=O)Nc1ccccc1F | 0% | 5%
23 | COc1cc2ccc(C(C)=NNC(N)=S)cc2cc1OC | -1% | 11%
24 | O=C(c1ccco1)N1N=C(c2ccccc2O)CC1c1cccs1 (stereo unspecified) | -4% | 21%
25 | CC(=O)Nc1ccc2cnn(C(C)=O)c2c1 | -6% | -2%
26 | Cc1ccc(S(=O)(=O)N2CCOCC2)cc1NC(=O)CSc1nnnn1C1CC1 | 3% | 20%
27 | Cc1ccnn1CCC(=O)N1CCCC(Nc2ccc(C(C)C)cc2)C1 (stereo unspecified) | -10% | 3%
28 | Cc1cc(C)n2nc(SCC(=O)NC3(C#N)CCCCC3)nc2n1 | 1% | 12%
29 | C[C@@H]1CN([C@H](C)CO)C(=O)CCCn2cc(nn2)CO[C@H]1CN(C)S(=O)(=O)c1ccc(-c2ccccc2)cc1 | 2% | 6%
30 | COc1cccc(N2CCN(C(=O)c3cccc(NC(=O)C4=C(C)OCCS4)c3)CC2)c1 | 11% | 17%
31 | Cc1ccc(C(=O)OCC(=O)Nc2cc(Cl)ccc2C#N)o1 | -10% | 14%
32 | Cn1nnc(NC(=S)NC(=O)c2ccc3ccccc3c2)n1 | -7% | 20%
33 | CC(C)C1C(=O)N(Cc2cn(CCC3OCCCO3)nn2)CCS(=O)(=O)N1Cc1ccc(-c2ccncc2)cc1 (stereo unspecified) | 1% | 12%
34 | c1ccc(C2=NC(c3ccccc3)CC2)cc1 (stereo unspecified) | -8% | 9%
35 | CC(C)Oc1ccc(C(=O)N2CCC(CCC(=O)NC3CC3)CC2)cc1 | 1% | 14%
36 | CCOc1ccc(CN(C)C(=O)c2cccc(S(=O)(=O)Nc3ccccc3OC)c2)cc1OC | 1% | 13%
37 | Cc1cscc(C)c1=S | -3% | 10%
38 | O=C(CCc1nc2ccccc2c(=O)[nH]1)Nc1ccccc1N1CCCCC1 | -2% | 17%
39 | CC(C)(C)c1csc(NC(=O)CCS(=O)(=O)c2ccc(F)cc2)n1 | -2% | -22%
40 | O=C(NCc1cccnc1)c1cc(C(=O)NCc2cccnc2)cc([N+](=O)[O-])c1 | 4% | 12%
41 | C[C@H]1CN([C@@H](C)CO)C(=O)c2cc(Br)cnc2O[C@H]1CN(C)S(=O)(=O)c1cccs1 | 5% | 2%
42 | Nc1ccc(Oc2ccc(N)c([N+](=O)[O-])c2)cc1[N+](=O)[O-] | 9% | 12%
43 | O=S1(=O)CCN(CCCc2ccccc2)CC1 | -3% | -1%
44 | CCN(CC)C(=O)C1=C(C)N(CCCN2CCCC2=O)C(=O)C(CC(=O)NCc2ccco2)C1 (stereo unspecified) | -8% | 7%
45 | CCCCCCN1C[C@@H](O)[C@H](n2cc(-c3ccc(F)cc3)nn2)C[C@@H]1c1ccc(C)cc1 | -4% | 6%
46 | COc1ccc(S(=O)(=O)N2CCCC(C(=O)NCc3cccnc3)C2)cc1C (stereo unspecified) | -2% | 13%
47 | Cc1cn([C@H]2C[C@H](O)[C@@H](CNCc3cccn3-c3nccs3)O2)c(=O)[nH]c1=O | -8% | 5%
48 | CCN1C(=O)[C@H]2[C@@H](c3ccc(OC)cc3)N[C@]3(CCCN(Cc4ccc(OC)cc4)C3=O)[C@H]2C1=O | -5% | 12%
49 | Cc1ccc(C(=Cc2ccc([N+](=O)[O-])cc2)C(=O)O)cc1 | 1% | 10%
50 | Cc1cn([C@H]2C[C@H](O)[C@@H](CNC=O)O2)c(=O)[nH]c1=O | -4% | 16%
51 | COc1ccc(C(=O)NC(C(=O)N2CCN(C/C=C/c3ccccc3)CC2)C(C)C)cc1 (stereo unspecified) | 3% | 5%
52 | COC(=O)C1=C/CCCN(C(c2ccccc2)c2ccccc2)/C=C\1C(=O)OC | 2% | -2%
53 | CC1=C(C(=O)N(C)C)CC(CC(=O)NCc2cccc3ccccc23)C(=O)N1Cc1ccccc1 (stereo unspecified) | 0% | 12%
54 | CCCCCCN1C[C@H](n2cc(C3CC3)nn2)[C@@H](O)C[C@@H]1c1ccc(OC)cc1 | -3% | 2%
55 | C[C@@H]1CCCCO[C@@H](CN(C)C(=O)c2ccncc2)[C@@H](C)CN([C@H](C)CO)C(=O)c2cc(N(C)C)ccc2O1 | -2% | 8%
56 | COc1ccc(C(=O)NC(C)Cc2c[nH]c3ccccc23)cc1 (stereo unspecified) | 8% | -1%
57 | CC(=O)c1c(C)[nH]c(C(=O)OCC(=O)N2CCN(c3ccccc3)CC2)c1C | 3% | 9%
58 | COc1ccc(Cl)cc1NC(=O)C1CC(c2ccccc2Cl)=NO1 (stereo unspecified) | 5% | -21%
59 | C#CCN(C[C@@H]1[C@@H](OC(=O)NC2CC2)[C@@H](OC(=O)NC2CC2)CN(C(=O)OC(C)C)N1C(=O)OC(C)C)S(=O)(=O)c1ccc(C)cc1 | -12% | -9%
60 | O=C(C1CCCCC1)N1C[C@@H](O)[C@H](n2cc(-c3ccc(F)cc3)nn2)C[C@@H]1c1ccccc1 | -5% | 5%

# Gathered by group, those above with a Cl atom.
item | mol | Dengue-2 NS5 capping | Rac1 GTP hydrolysis
3 | O=C(NC(=S)Nc1c(Cl)cc(Cl)cc1Cl)c1ccccc1 | -3% | 6%
7 | O=C(CN1C(=O)NC2(CCc3ccccc32)C1=O)Nc1ccc(Cl)cc1F (stereo unspecified) | 1% | 8%
9 | COc1cccc(NC(=O)CN(C)C(=O)c2cc(Cl)nc3ccccc23)c1 | -2% | -5%
31 | Cc1ccc(C(=O)OCC(=O)Nc2cc(Cl)ccc2C#N)o1 | -10% | 14%
58 | COc1ccc(Cl)cc1NC(=O)C1CC(c2ccccc2Cl)=NO1 (stereo unspecified) | 5% | -21%

# (cont.)
item | mol | Dengue-2 NS5 capping | Rac1 GTP hydrolysis
61 | COCCNC(=O)c1nn2c(C(F)(F)F)cc(-c3ccccc3)nc2c1Br | -4% | 5%
62 | CCCn1c(N)c(C(=O)CSc2nnc(Cc3cccs3)n2C2CC2)c(=O)[nH]c1=O | -5% | 6%
63 | CC1(C)CC(=O)C=C(C(=O)N2CCCC(C(=O)c3cc(F)ccc3F)C2)O1 (stereo unspecified) | -6% | -2%
64 | CC(=NCc1ccccc1)c1ccc(O)cc1O | 2% | -1%
65 | CC1=C(C(=O)N(C(C)C)C(C)C)CC(CC(=O)NCc2cccs2)C(=O)N1Cc1ccccc1 (stereo unspecified) | -1% | 13%
66 | C[C@@H]1CN([C@H](C)CO)C(=O)CCCn2nncc2CO[C@H]1CN(C)Cc1ccccc1C(=O)O | -2% | 10%
67 | COc1ccc(-c2ccc3c(c2)S(=O)(=O)c2cccc(C(=O)N4CCN(c5ccccn5)CC4)c2C3=O)cc1OC | 6% | 16%
68 | CC(=Nc1ccccc1)C1=C(O)C(Cc2cccc(F)c2)NC1=O (stereo unspecified) | 3% | 8%
69 | O=C(CSc1nnc(-c2ccccc2F)n1C1CC1)N1CCCC1 | 3% | 6%
70 | COc1ccc(OC)c(CN2CCN(C(=O)c3ccc(S(=O)(=O)N4CCCCCC4)cc3)CC2)c1 | -1% | 10%
71 | C[C@H](O)[C@@H]1C(=O)N2CCc3c([nH]c4ccccc34)[C@@H]2C[C@@H]1N(C)C(=O)Nc1ccccc1 | -3% | 6%
72 | CN(CCOc1ccccc1)C(=O)c1cc(S(=O)(=O)N2CCOCC2)c(Cl)cc1Cl | -6% | -3%
73 | COc1ccc(CCNC(=O)CCCn2c(=S)[nH]c3ccsc3c2=O)cc1OC | -6% | 7%
74 | O=C(Nc1ccc(C(=O)N2CCOCC2)cc1)c1ccccc1Cl | -5% | 11%
75 | COc1ccc(C(=O)NCC2(c3ccc(OC)c(OC)c3)CCCC2)cc1OC | -2% | 9%
76 | Cc1cccc(-c2cc3nc(C)cc(=O)n3[nH]2)c1 | 4% | 14%
77 | CCCN1CCN(C(=O)c2ccc3[nH]c(C)c(C)c3c2)CC1 | -3% | 20%
78 | NS(=O)(=O)c1cc(Br)c2c(c1)S(=O)(=O)NCN2 | -6% | 10%
79 | CC(C)(C)OC(=O)N1CCN(C(=O)c2ncn3c2c(=O)[nH]c2ccccc23)CC1 | -3% | 10%
80 | COc1ccc(-n2nc3c(c2NC(=O)COc2ccccc2OC)CS(=O)(=O)C3)cc1 | 2% | 12%
81 | Cc1cn([C@H]2C[C@H](O)[C@@H](CNCc3cccn3-c3ccncc3)O2)c(=O)[nH]c1=O | -3% | 10%
82 | COc1ccc(-c2ccc(CN3C(C(C)C)C(=O)N(Cc4cn(CCC5OCCCO5)nn4)CCS3(=O)=O)cc2)cc1OC (stereo unspecified) | -2% | 7%
83 | CCc1ccc(CNC(=O)C2CCN(S(=O)(=O)N3CCCCC3)CC2)cc1 | -8% | 3%
84 | O=C(COC(=O)c1cccc(OC(F)F)c1)Nc1cc(S(=O)(=O)N2CCCC2)ccc1Cl | -5% | 17%
85 | COC(=O)c1cccc(NC(=O)CCN2C(=O)NC(C)(C)C2=O)c1 | -3% | 1%
86 | C[C@H](CO)N1C[C@H](C)[C@@H](CN(C)Cc2ccc3c(c2)OCO3)OCc2cnnn2CCCC1=O | 3% | 12%
87 | O=C(CCC1CCN(Cc2nccs2)CC1)Nc1ccccc1 | 7% | 7%
88 | CC1C(=O)N(Cc2cn(CCC3OCCO3)nn2)CCS(=O)(=O)N1Cc1ccc(-c2cccc(CO)c2)cc1 (stereo unspecified) | 0% | 15%
89 | CCN(CC)C(=O)C(C)N1c2cccc3cccc(c23)S1(=O)=O (stereo unspecified) | 0% | 6%
90 | CSc1ccccc1C(=O)OCC(=O)Nc1c(C)n(C)n(-c2ccccc2)c1=O | 6% | 8%

# 7 entries from above, with values under each structure:
# Values run as follows: Dengue-2 NS5 capping | Rac1 GTP hydrolysis
69) O=C(CSc1nnc(-c2ccccc2F)n1C1CC1)N1CCCC1
  3% | 6%
67) COc1ccc(-c2ccc3c(c2)S(=O)(=O)c2cccc(C(=O)N4CCN(c5ccccn5)CC4)c2C3=O)cc1OC
  6% | 16%
73) COc1ccc(CCNC(=O)CCCn2c(=S)[nH]c3ccsc3c2=O)cc1OC
  -6% | 7%
90) CSc1ccccc1C(=O)OCC(=O)Nc1c(C)n(C)n(-c2ccccc2)c1=O
  6% | 8%
71) C[C@H](O)[C@@H]1C(=O)N2CCc3c([nH]c4ccccc34)[C@@H]2C[C@@H]1N(C)C(=O)Nc1ccccc1
  -3% | 6%
74) O=C(Nc1ccc(C(=O)N2CCOCC2)cc1)c1ccccc1Cl
  -5% | 11%
89) CCN(CC)C(=O)C(C)N1c2cccc3cccc(c23)S1(=O)=O (stereo unspecified)
  0% | 6%

# Carrying on:
item | mol | Dengue-2 NS5 capping | Rac1 GTP hydrolysis
91 | N#CCC(C(=O)c1cccnc1)c1ccccc1 (stereo unspecified) | 0% | 9%
92 | COc1ccc2oc(=O)cc(CN3CCN(Cc4ccccc4)CC3)c2c1 | -4% | 14%
93 | COc1ccc(Cl)cc1C(=O)NNC(=O)CCNC(=O)c1ccccc1 | 1% | -7%
94 | CCN(CC)C(=O)C1=C(C)N(Cc2ccc(OC)cc2)C(=O)C(CC(=O)NCC2CCCCC2)C1 (stereo unspecified) | -2% | 6%
95 | Nc1cccc(OCCCCCOc2cccc(N)c2)c1 | 0% | -1%
96 | CSc1nnc2sc3cc(C)ccc3n12 | -2% | 6%
97 | CC(C)CC1C(=O)N(Cc2cn(Cc3ccco3)nn2)CCS(=O)(=O)N1Cc1ccc(-c2cccc(N(C)C)c2)cc1 (stereo unspecified) | -6% | 11%
98 | CCC(c1ccccc1)c1noc(CCN(CC)CC)n1 (stereo unspecified) | -3% | -1%

# From PubChem BioAssay
